TPT1 inhibitor: C. albicans TPT1 enzyme inhibition | 0.81% of 300,000 active | recombinant caTPT1, FP RNA substrate dephosphorylation | inhibition, % at 5 µM | AID 1962;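 active = inhibition above the mean of all tested compounds plus 3 SD, set per screening campaign, cut at about 24% in these data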;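 note: plate controls were DMSO alone for no effect and ferristatin control at 100 nM for full effect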
AHR activator: activators of human aryl hydrocarbon receptor; activation, % at 5 µM; 2.5% of 320,000 active; P35869; AHR-responsive luciferase reporter cells, luminescence; in the data active = activation above about 47%;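 note: 0% = vehicle wells and 100% = reference agonist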
CTSL1 counter: blocks F. hepatica cathepsin L1 in PFM18AAP counter-screen; recombinant F. hepatica cathepsin L1, Z-Leu-Arg-MCA fluorescence; inhibition, % at 5.96 µM; 0.49% of 300,000 active;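 active = inhibition above the mean of all tested compounds plus 3 SD, set per screening campaign, cut at about 17% in these data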;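 note: 0% = plate median of test compound wells and 100% = 1 µM Z-Phe-Ala-diazomethylketone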
procasp7 counter: activates human procaspase-7, counter-screen for procaspase-3 activators; P55210; recombinant procaspase-7, Ac-DEVD-pNA absorbance 405 nm; D23A/D198A/D206A triple mutant, cannot self-cleave; scale: DMSO 0, 5 µM enzyme 100; activation, % at 8.5 µM; 0.093% of 330,000 active; AID 463210;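 active = percent activation above the screen-wide mean plus 3 SD, cut at about 25% in these data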
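System: Uncleavable procaspase-7 mutant enzyme; Amount: 2 µM procaspase-7 mutant as dispensed; Schedule: 1 h compound preincubation, 2 h substrate cleavage, 25 °C; Measured by: 405 nm absorbance of p-nitroaniline; Evaluation: percent activation from buffer-corrected 0–120 min absorbance change; Control set: low DMSO alone, high DMSO plus 5 µM PC-7.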
core dimer inh: blocks dimerization of HCV core protein; TR-FRET GST/Flag-core106 dimerization, 1536-well; inhibition, % at 5 µM; 0.33% of 300,000 active;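 active = inhibition above the mean of all tested compounds plus 3 SD, set per screening campaign, cut at about 45% in these data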
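Test system: GST/Flag-tagged HCV core106 proteins; Medium: KF-containing HEPES buffer, pH 7.45, DTT, CHAPS, BSA; Times: compound-protein-antibody incubation 4 h at 22.5 °C; Detection: TR-FRET 671 and 617 nm emission; Benchmarks: wells lacking GST-core106 and wells with excess unlabelled core106.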
PP1 inh: counter-screen for PP5 inhibitors: inhibitors of human PP1-alpha | P62136 | purified PP1alpha, OMFP fluorescence | inhibition, % at 6.7 µM | 0.9% of 320,000 active;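 active = inhibition above the mean inhibition of all tested compounds plus 3 SD, computed separately for each screening campaign, cut at about 15% in these data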
Target sequence (P62136 whole entry, looked up): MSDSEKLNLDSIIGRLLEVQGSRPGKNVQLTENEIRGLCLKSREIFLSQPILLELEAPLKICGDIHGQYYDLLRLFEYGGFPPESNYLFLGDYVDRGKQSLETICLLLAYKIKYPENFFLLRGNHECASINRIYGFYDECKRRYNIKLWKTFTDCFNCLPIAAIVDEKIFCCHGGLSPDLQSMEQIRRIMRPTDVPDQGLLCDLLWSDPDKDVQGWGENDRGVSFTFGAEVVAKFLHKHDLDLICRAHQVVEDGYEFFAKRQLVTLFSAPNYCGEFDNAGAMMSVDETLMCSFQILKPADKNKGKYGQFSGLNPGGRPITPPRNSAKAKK
PAFAH2 inh: inhibitors of human PAFAH2; 0.99% of 340,000 active; inhibition, % at 3.39 µM; Q99487; recombinant PAFAH2, FP-rhodamine activity probe, fluorescence polarization;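 active = inhibition above the mean over all tested compounds plus 3 SD, cut at about 30% in these data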;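 note: inhibitors block probe labeling of enzyme so polarization drops; 0% = enzyme with DMSO and 100% = wells lacking PAFAH2 protein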
proCasp3 act: activators of human procaspase-3; recombinant procaspase-3 D3A, Ac-DEVD-pNA absorbance 405 nm; P42574; 0.11% of 330,000 active; activation, % at 8.5 µM;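 active = activation above the mean of all tested compounds plus 3 SD, cut at about 21% in these data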;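 note: 0% = DMSO alone and 100% = DMSO wells spiked with extra 5 µM PC-3 D3A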
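Evaluation: percent activation relative to control range; Material: Procaspase-3 D3A mutant, all three cleavage aspartates alanine; Compound: single dose, 8.5 µM nominal compound, 0.8% DMSO; Replication: one well per compound; Signal: absorbance at 405 nm, 0 and 120 min; Schedule: 1 h preincubation plus 2 h reaction at 25 °C.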
PP5 primary: inhibitors of human protein phosphatase 5 (PP5); purified PP5c, OMFP substrate fluorescence; inhibition, % at 6.7 µM; 0.18% of 320,000 active;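 active = inhibition above the campaign's mean inhibition across all tested compounds plus 3 SD, cut at about 9.5% in these data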;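 note: 0% = DMSO only and 100% = 100 µM cantharidin control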
Target sequence (P53041 whole entry, looked up): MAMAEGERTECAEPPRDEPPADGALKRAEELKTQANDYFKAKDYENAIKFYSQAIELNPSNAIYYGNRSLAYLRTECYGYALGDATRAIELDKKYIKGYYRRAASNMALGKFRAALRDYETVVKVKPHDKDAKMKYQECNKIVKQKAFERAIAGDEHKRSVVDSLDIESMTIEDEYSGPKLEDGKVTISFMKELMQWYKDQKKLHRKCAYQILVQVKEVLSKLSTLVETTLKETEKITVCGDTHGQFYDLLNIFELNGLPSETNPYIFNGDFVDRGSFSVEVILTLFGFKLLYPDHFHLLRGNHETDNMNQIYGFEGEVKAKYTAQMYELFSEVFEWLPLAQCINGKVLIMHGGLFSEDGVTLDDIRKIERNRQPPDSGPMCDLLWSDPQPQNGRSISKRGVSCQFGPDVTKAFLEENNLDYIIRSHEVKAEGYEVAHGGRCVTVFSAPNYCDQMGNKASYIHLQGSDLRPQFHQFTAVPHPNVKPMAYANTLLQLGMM
* hit, by the source's call; . = not tested or not shown. Not a hit list; about 5.6% have a hit in one of these screens.

SMILES	TPT1 inhibitor	AHR activator	CTSL1 counter	procasp7 counter	core dimer inh	PP1 inh	PAFAH2 inh	proCasp3 act	PP5 primary
O=C(NCc1ccc2c(c1)OCO2)C1CCN(S(=O)(=O)N2CCCCC2)CC1	7	0	-5	-3	-6	1	-2	-14	-2.2
COc1ccc(C(=O)CN2CC(C)SC2=Nc2ccc(Cl)cc2)cc1 (stereo not given)	-1	2	6	-3	10	5	-1	-1	3.3
CC(C)(C)N=C1NC(=NC(C)(C)C)c2ccccc21	-2	0	-3	7	-1	-3	-8	9	1.5
Cc1c(C)c2ccc(OC(C)C(=O)NC3CCN(Cc4ccccc4)CC3)cc2oc1=O (stereo not given)	3	0	-1	5	-3	-3	-3	5	1.6
CC(C)NC(=O)NC(=O)CN1c2cccc3cccc(c23)S1(=O)=O	-1	15	4	2	13	0	-8	-6	-1.3
O=C(/C=C\Nc1ccc(Br)cc1)c1cccnc1	-2	-2	0	5	-2	-4	-8	-13	1.4
CCOC(=O)[C@H]1[C@H]2COc3ccc(Cl)cc3[C@@H]2N2C(=O)c3cc(OC)ccc3NC(=O)[C@@]12C	1	3	-1	1	7	6	2	2	3.6
O=C(Nc1ccc(F)cc1)c1ccc2nsnc2c1	6	96*	-1	6	-4	-2	-8	-3	0.8
COc1ccc(CN2C(=O)CSCC2=O)cc1OC	-1	0	-1	0	-8	1	0	11	-1.9
CC/C(=N\NC(=O)c1ccc2c(c1)OCO2)C12CC3CC(CC(C3)C1)C2	-5	27	-3	-4	-4	3	-3	3	0.0
CC(OC(=O)c1ccccc1Oc1ccccc1)C(=O)NC1CC1 (stereo not given)	-2	1	-5	-2	3	-3	6	6	0.6
NC(=O)C1CCN(C2CC(=O)NC2=O)CC1 (stereo not given)	1	0	5	-40	-3	-5	6	-21	-1.7
O=C(c1cc2nc(C3CC3)cc(C(F)(F)F)n2n1)N1CCCC1	-5	15	3	8	-1	-2	-3	0	-0.2
CC(=O)Nc1ccc(-c2nc3ccc(NC(C)=O)cc3o2)cc1	1	9	5	4	-5	-2	-4	-8	1.4
COc1ccc(OCCN(C)Cc2ccccc2)cc1	-2	-1	3	0	4	-6	-2	-9	-1.4
COc1ccc(N2C(=NC(=O)C3CCCCC3)SC3CS(=O)(=O)CC32)cc1Cl (stereo not given)	1	2	-1	-1	-3	0	6	3	4.8
Cc1ccc(NC(=O)CS(=O)CC(=O)NC2CCN(Cc3ccccc3)CC2)c(C)c1 (stereo not given)	2	3	0	14	6	-1	-21	2	-0.2
CC(C)(C)C(=O)Cn1nc(Cl)nc1Cl	1	-2	6	9	-2	-1	-2	0	0.3
Cc1ccc2c(c1)C1(OCCO1)C(=O)N2	3	6	-3	3	3	-7	3	3	0.8
Cc1nnsc1C(=O)N(Cc1ccccc1)C(C)C	-3	-1	0	5	6	5	2	3	3.5
Cc1cccc(NC(=O)C[n+]2ccccc2)c1	-3	2	3	15	-5	1	1	9	-1.9
Cc1cc(=O)oc2c3c(cc(OCC(=O)NCc4cccnc4)c12)OC(C)(C)CC3	-2	4	-1	-2	5	-3	20	5	1.4
Cc1ccc(NC(=O)NC2CCCCC2)c(C)c1	-1	2	-1	5	7	-3	5	10	-0.7
COc1ccc(NC(=O)C23CC4CC(C2)CC(n2cnc(Br)n2)(C4)C3)c(OC)c1	0	12	-1	11	-5	-3	-7	-1	1.1
CCOC(=O)c1ccc(N2C(=O)Cc3ccccc3C2=O)cc1	-4	0	6	-5	14	6	3	-6	1.3
O=c1[nH]c2ccc(NS(=O)(=O)c3ccc4ccccc4c3)cc2[nH]1	0	4	-2	1	-2	1	5	2	0.8
COc1ccc(OC)c(NC(=O)CSc2nnc(C)n2Cc2ccccc2)c1	-6	4	3	6	-1	-4	-3	3	1.1
CCc1nc(Sc2nnnn2-c2ccccc2)c2c3c(sc2n1)CCCC3	-2	13	-2	-1	15	-1	-7	5	-0.8
O=C(NCc1ccc(F)cc1)c1ccc(Cl)c(NC2=NC3CS(=O)(=O)CC3S2)c1 (stereo not given)	-5	-2	2	5	-8	0	-7	-7	-0.9
COc1ccc(OC)c(N(CC(=O)Nc2ccc3c(c2)OCO3)S(=O)(=O)c2ccccc2)c1	0	32	-3	0	17	-2	2	-1	4.4
Nc1nonc1C(=O)N/N=C/c1ccc(-c2cccc([N+](=O)[O-])c2)o1	-3	4	5	9	0	-6	8	-1	-1.9
COc1ccc(CN(CCC#N)C(=S)NC(=O)c2ccccc2)cc1	3	0	-4	-17	6	3	-1	-9	1.6
COc1ccc(C2C(C(=O)NCCN3CCOCC3)c3ccccc3C(=O)N2C)cc1OC (stereo not given)	0	4	2	0	2	-2	10	0	-6.5
CCC(=O)Nc1ccc(NC(=O)CSc2nc3cc4c(cc3cc2C)CCC4)cc1	-1	1	2	-1	9	-2	0	-4	-2.1
O=C1/C(=C\c2ccc([N+](=O)[O-])cc2)CCc2ccccc21	-5	-8	4	2	4	-3	7	16	-0.1
CCCCNC(=S)NNC(=O)c1cccnc1	10	5	5	9	-4	-1	3	13	2.2
COc1ccc(CNC(=O)C2CSC(c3ccc(OC)cc3)N2C(C)=O)cc1 (stereo not given)	-7	3	0	-3	2	-2	-5	2	5.2
COCCn1c(=O)[nH]c2cc(C(=O)N3CCN(c4ccccc4OC)CC3)ccc2c1=O	-4	0	-1	2	-5	-1	-1	0	-0.5
COc1ccc(CC2(C)OC(c3ccccc3)=NN2C(C)=O)cc1 (stereo not given)	-1	-1	-3	-6	6	-2	-3	3	1.8
COC(=O)c1sccc1NC(=S)N1CCN(c2ccccc2F)CC1	-3	1	2	-4	-5	-4	-5	6	2.6
CCOC(=O)c1c(NC(=O)C2C3CCC(O3)C2C(=O)O)sc(C)c1-c1ccc(F)cc1 (stereo not given)	-1	-3	-2	-1	8	4	3	8	13*
Cc1ccsc1C(C(=O)NC(C)(C)C)N(C(=O)c1csnn1)c1ccccc1 (stereo not given)	-1	0	0	2	-5	-6	5	-5	-5.2
COc1ccc(S(=O)(=O)N2CCN(C(=O)c3c(C)nn(-c4ccccc4)c3C)CC2)cc1	.	1	.	0	.	-3	1	2	-0.3
O=C(CCC1CCCC1)N=C1SC2CS(=O)(=O)CC2N1c1ccccc1F (stereo not given)	-1	-1	5	7	-3	4	2	0	0.6
CCn1c(C(=O)N2CCc3ccccc3C2)cc2oc3ccccc3c21	1	2	3	-1	10	2	16	-3	3.0
CCC(C)c1ccc(NC(=O)C2CC2)cc1 (stereo not given)	-1	0	-1	-12	-1	0	9	2	0.7
N/C(=N\OC(=O)Cc1ccc(-c2ccccc2)cc1)c1ccncc1	3	0	-2	10	-2	1	0	-2	3.5
CC(C)C(C)(C#N)NC(=O)CSc1nc(C2CCCCC2)n(-c2ccccc2)n1 (stereo not given)	-4	-1	0	4	2	2	-3	1	-0.8
Cc1c(OCC(=O)NCCN2CCOCC2)ccc2c(-c3ccccc3)cc(=O)oc12	2	6	-1	-6	4	-3	-4	1	3.2
COc1ccc(Cl)cc1NC(=O)C1CC(=O)N(c2ccc(F)cc2)C1 (stereo not given)	-5	4	2	-3	-3	0	-2	5	-1.8
O=C1CC(c2ccccc2Cl)C2=C(COC2=O)N1 (stereo not given)	2	-1	-7	7	-2	1	0	0	-1.0
Cc1ccc(C(=O)N/C(=C/c2cccnc2)C(=O)O)cc1	-1	0	-3	8	-12	-4	4	-1	1.1
O=C(c1cc(-c2ccccc2O)on1)N1CCc2ccccc2C1	0	-1	-2	-6	-7	-3	-3	2	3.0
C/C(=N\Nc1cc(C)nc(NCc2ccccc2)n1)c1ccc([N+](=O)[O-])cc1	2	-8	-3	2	3	2	5	3	0.8
Cc1cc2oc3ccc(NCCC4CCCN4C)cc3c(=O)c2cc1C (stereo not given)	-11	3	-2	-1	-30	0	5	4	1.2
